# All columns: NCI-60 one-dose screen, growth in % after 48 h at 10 µM unless noted; 100 = growth as untreated, 0 = no growth, -100 = all killed.
# HT29 = HT29 colon cancer; 81,000 compounds, 7.4% hits
# COLO 205 = COLO 205 colon cancer. AID 1794742. 79,000 compounds, 7.3% hits
# KM12 = KM12 colon cancer cells; 82,000 compounds, 5% hits
# HCC-2998 = HCC-2998 colon cancer | 79,000 compounds, 4.7% hits | AID 1794799
# NCI-H322M = NCI-H322M lung cancer; 80,000 compounds, 2.7% hits; AID 1794733
# SNB-75 = SNB-75 CNS cancer | 79,000 compounds, 5% hits | AID 1794750
# HCT-116 = HCT-116 colon cancer; 82,000 compounds, 7.3% hits; AID 1794798
# SW-620 = SW-620 colon cancer; 82,000 compounds, 5.2% hits; AID 1794795
# HCT-15 = HCT-15 colon cancer. 82,000 compounds, 5.2% hits. AID 1794746
# Active calls of the source: *; x = not tested or not shown; & = joins results of further samples; ! = repeats disagree. The calls were made as follows: active = growth percent below 10; inactive = the rest. No enrichment for hits; about 12% have a hit in one of these screens.
compound	HCC-2998	COLO 205	SNB-75	HCT-116	NCI-H322M	SW-620	KM12	HT29	HCT-15
COc1cc(/C=C2\Cc3c(F)ccc(Br)c3C2=O)cc(OC)c1	108	98	90	97	88	98	97	104	100
O=C1/C(=C/c2ccccn2)SC(=S)N1N1CCOCC1	98	103	90	104	97	98	103	103	102
O=C(CN1CCOCC1)N1CCN(C(=O)CN2CCOCC2)CC1	x	100	95	99	102	99	95	99	103
COc1ccc(C(=O)/C=C/c2cc(F)cc(C(F)(F)F)c2)cc1S(N)(=O)=O	-90*	-53*	63	-55*	-3.7*	-91*	-82*	-68*	-78*
CNc1ccccc1N	100	97	88	105	104	85	96	96	94
Cc1cc(Br)cc(Br)c1O	125	109	88	111	117	109	109	94	101
CC(CN1CCN(CC(C)Nc2ccnc3cc(Cl)ccc23)CC1)Nc1ccnc2cc(Cl)ccc12 (configuration not stated)	-5.0*	-85*	-27*	-83*	21	5.0*	20	-20*	-1.7*
C=CCCCCCCCCCOC(=O)c1nn(C(C)=O)c2cc3c(cc12)OCO3	84	112	100	94	98	104	102	104	103
CC(C)CC1C(=O)NC(=S)N1c1n[nH]c(=O)c2c1C(c1ccc(Cl)cc1)NN2 (configuration not stated)	112	109	99	104	98	99	101	110	106
CCCCC(=O)N1C(=O)c2ccccc2S1(=O)=O	100	113	108	95	93	91	95	102	95
COc1cc(-n2cc(-c3cc(O)c(C/C=C(\C)CCC=C(C)C)c(O)c3)nn2)cc2c1O[C@]1(C)CC[C@@H](O)C(C)(C)[C@H]1C2	10	12	7.3*	8.4*	35	12	16	-35*	-12*
COc1ccccc1-c1c(C)nn2c(NCc3ccccn3)cc(C)nc12	x	38	98	26	95	91	109	46	64

# Further structures:
compound	HCC-2998	COLO 205	SNB-75	HCT-116	NCI-H322M	SW-620	KM12	HT29	HCT-15
O=C(O)c1nn(-c2ccc(Cl)cc2)nc1N1CCCC1	103	111	86	101	98	91	107	104	92
COc1cc(C2=NN(C=O)C(c3sc(N(C)Cc4ccccc4)nc3Cl)C2)cc(OC)c1OC (configuration not stated)	96	105	89	69	88	100	103	95	98
COc1ccc(Cl)cc1C/C=N/NC(=O)c1cccc(C)c1O	92	108	101	39	x	51	105	82	77
N#CC(c1ccccc1)N(CCCCCCN(C(=O)c1ccccc1)C(C#N)c1ccccc1)C(=O)c1ccccc1 (configuration not stated)	105	105	85	96	88	90	99	98	92
Nc1c(C(=O)Nc2c(Cl)cccc2Cl)sc2nc3c(cc12)C(=O)CCC3	69	7.4*	14	43	57	45	30	13	35
O=C(NC1CCN(Cc2ccccc2)CC1)c1cc(C(=O)NC2CCN(Cc3ccccc3)CC2)cc(C(=O)NC2CCN(Cc3ccccc3)CC2)c1	107	108	68	66	90	85	91	75	78
COc1ccc(Cc2nn(CC(=O)N/N=C/c3ccc(C)cc3)c(=O)c3c(C)noc23)cc1	97	110	79	89	106	102	97	103	99
Cc1nn(-c2ccccc2)c2ncnc(Nc3ccccc3)c12	108	95	99	106	111	99	107	88	96
NCCN1C(=O)c2cccc3c(-c4ccc5c(c4)ncn5C4CCCCC4)ccc(c23)C1=O	106	113	84	92	90	98	93	98	108
O=C1CCc2ccc(CCCl)cc2O1	106	114	96	83	116	86	110	99	97
COc1ccc(/C=C/C(=O)c2c(O)c(OC)c3c(c2OC)OCO3)cc1	109	109	101	93	96	106	96	115	82
O=C(NCc1ccccc1)C(c1ccccc1)c1ccccc1	104	94	108	88	92	108	105	84	99

# Continued:
compound	HCC-2998	COLO 205	SNB-75	HCT-116	NCI-H322M	SW-620	KM12	HT29	HCT-15
CCN1CCC2(CC1)OC(c1ccccc1)C(c1ccccc1)O2 (configuration not stated)	113	106	88	95	133	102	115	96	106
O=C(CN1CCN(CCN2C(=O)c3cccc4cccc(c34)C2=O)CC1)Nc1ccc2ncsc2c1	50	49	67	29	67	33	46	21	45
COc1ccc(Cc2nnc(SCC(=O)c3ccc(Cl)cc3)n2-c2ccccc2)cc1	108	103	87	101	92	103	94	98	98
COc1ccc(/C=c2\sc3n(c2=O)C(c2cc(OC)c(OC)c(OC)c2)C=C(c2ccc(OC)c(OC)c2)N=3)cc1OC (configuration not stated)	106	97	76	89	x	109	96	x	90
COc1ccc(-c2nc3ccccn3c2-c2nnc(-c3ccc(F)cc3)o2)cc1	106	103	92	97	108	115	94	103	103
CN(C)c1ccc(C(=O)n2cc(-c3ccccc3)c(N)n2)cc1	98	117	81	101	96	102	122	87	96
N#Cc1c(-c2ccccc2)nc2c(c(-c3ccc(Cl)cc3)nn2-c2ccccc2)c1-c1ccc(Cl)cc1	111	114	88	99	102	104	102	99	101
O=C(NC1CCS(=O)(=O)C1)c1ccc(C(=O)c2ccccc2)cc1 (configuration not stated)	103	102	91	104	128	96	125	106	101
CCC(=O)Oc1ccc(C(C)(C)C)cc1C(C)c1ccccc1 (configuration not stated)	101	107	87	95	108	96	98	121	94
CCCCOC(=O)c1cccc([N+](=O)[O-])c1	98	115	95	113	106	103	108	107	118
CC/C(Cc1ccccc1)=C(/c1ccc(O)cc1)c1ccc(OCCN2CCCC2)cc1	-91*	-72*	-23*	-87*	-18*	-78*	-75*	-57*	-56*
N#COc1ccc(/C=C2\CCCC3C2=NNC3c2ccc(OC#N)cc2)cc1 (configuration not stated)	x	104	56	93	90	102	100	98	93

# Going on with the list:
compound	HCC-2998	COLO 205	SNB-75	HCT-116	NCI-H322M	SW-620	KM12	HT29	HCT-15
CCOC(=O)c1c2c(n3c1NCC3)-c1ccccc1C2=O	91	110	83	103	105	92	103	98	99
Cc1c(C(N)=O)sc2c1c(=O)n(Cc1ccccc1)c1nnc(S(=O)(=O)CC(=O)NCc3ccccc3)n21	99	x	100	103	111	111	105	108	94
CCC(=O)Nc1ccc(-c2nc(-c3cccc(O)c3)c(-c3ccnc(Br)c3)[nH]2)cc1	96	80	8.3*	56	74	85	59	52	79
Cc1c(-c2ccc(C3CCCCC3)cc2)nc2ccc(F)cc2c1C(=O)O	50	44	63	25	56	31	32	32	25
CCN1C(=O)N(CC)C2Nn3c(s/c(=C\c4cccs4)c3=O)=NC21 (configuration not stated)	103	116	78	94	101	90	91	103	89
Clc1cccc(C2Oc3ccc(Cl)cc3C3CC(c4cccs4)=NN32)c1 (configuration not stated)	87	106	68	88	69	96	73	97	84
Cc1cc(CSc2ssc(=S)c2-c2ccccc2)c(CSc2ssc(=S)c2-c2ccccc2)cc1C	112	118	81	95	88	109	106	126	98
Nc1c(C(=O)Nc2ccccc2Cl)sc2nc3c(cc12)C(=O)CCC3	63	3.4*	52	76	38	29	28	40	33
CC1(C)CC[C@]2(C(=O)O)CC[C@]3(C)C(=CCC4[C@@]5(C)C[C@@H](O)[C@@H]6OC(c7ccccc7Cl)OC[C@@]6(C)C5CC[C@]43C)C2C1 (some centres not stated)	48	47	89	18	38	47	35	41	29
O=C(Oc1ccc(Cl)cc1)c1ccc(Cl)cc1	96	119	106	107	121	109	114	94	103
CN1CCN(c2ccc3c(c2)nc(NNC(=O)c2cnccn2)c2cccn23)CC1	-45*!	-64*	29&67	-52*!	28&21	9.9*!	1.9*!	6.9*!	-51*!
COc1ccc(C(SCCNCc2cc(N(C)C)ccn2)(c2ccccc2)c2ccccc2)cc1	-82*	-78*	-0.3*	-27*	27	-50*	-9.5*	-60*	-20*

# Whole records from above. Screens in order: HCC-2998	COLO 205	SNB-75	HCT-116	NCI-H322M	SW-620	KM12	HT29	HCT-15
# CCN1C(=O)N(CC)C2Nn3c(s/c(=C\c4cccs4)c3=O)=NC21 (configuration not stated) as listed: 103	116	78	94	101	90	91	103	89
# O=C(Oc1ccc(Cl)cc1)c1ccc(Cl)cc1 as listed: 96	119	106	107	121	109	114	94	103
# Cc1c(-c2ccc(C3CCCCC3)cc2)nc2ccc(F)cc2c1C(=O)O as listed: 50	44	63	25	56	31	32	32	25
# CCC(=O)Nc1ccc(-c2nc(-c3cccc(O)c3)c(-c3ccnc(Br)c3)[nH]2)cc1 as listed: 96	80	8.3*	56	74	85	59	52	79

# (next part)
compound	HCC-2998	COLO 205	SNB-75	HCT-116	NCI-H322M	SW-620	KM12	HT29	HCT-15
CSc1nc(C)cc(=O)[nH]1	91	113	92	93	x	105	96	94	94
Cc1ccc(CN2C(=O)C3(NCCc4cc(O)ccc43)c3ccccc32)cc1 (configuration not stated)	107	107	84	92	90	96	99	x	113
CC(C)CCNC(=O)N/C(N)=N/c1nc2ccccc2s1	98	103	82	55	83	x	63	69	48
O=C1Nc2ccc(Cl)cc2/C1=C/c1cccc(OCc2ccccn2)c1	-73*	-46*	35	-98*	40	-38*	-32*	-64*	-67*
COc1ccc(-c2nnc(-c3c(-c4ccccc4)nc4ncccn34)o2)cc1OC	106	100	74	103	94	109	100	102	100
CN1CCN(Cc2ccc(NC(=O)c3cncc(C#Cc4cnc5ccc(O[C@H]6CCOC6)nn45)c3)cc2C(F)(F)F)CC1	-61*	-89*	-96*	-88*	-36*	-32*	-52*	-68*	-49*
COc1cc(OC)cc(/C(C)=N/NC(=O)CSc2nc3ccccc3c(=O)n2Cc2ccc(S(N)(=O)=O)cc2)c1	114	116	62	83	99	97	70	113	99
O=C(O)C1=Nc2ccc(Cl)cc2/C1=C\c1sc(=S)[nH]c1O	105	x	85	100	104	96	99	101	102
C/C(C(=O)O)=C(/Cl)c1c(C)cc(C)c(Br)c1C	103	107	82	100	105	99	102	96	101
CCCCN1CCN(c2ccc3nc(-c4ccc5nc(-c6ccc(OCC)c(OCC)c6)[nH]c5c4)[nH]c3c2)CC1	-80*	x	24	-80*	14	-80*	-66*	-21*	-30*
CC(C)(C)C(C)(C)CN	95	111	97	102	97	98	101	106	112
Clc1ccc(C2CC(c3ccccc3)=NN2Cn2nnc3ccccc32)cc1 (configuration not stated)	109	120	85	96	95	94	94	103	103

# Of the compounds above, two contain a CF3 group:
compound	HCC-2998	COLO 205	SNB-75	HCT-116	NCI-H322M	SW-620	KM12	HT29	HCT-15
COc1ccc(C(=O)/C=C/c2cc(F)cc(C(F)(F)F)c2)cc1S(N)(=O)=O	-90*	-53*	63	-55*	-3.7*	-91*	-82*	-68*	-78*
CN1CCN(Cc2ccc(NC(=O)c3cncc(C#Cc4cnc5ccc(O[C@H]6CCOC6)nn45)c3)cc2C(F)(F)F)CC1	-61*	-89*	-96*	-88*	-36*	-32*	-52*	-68*	-49*

# (next part)
compound	HCC-2998	COLO 205	SNB-75	HCT-116	NCI-H322M	SW-620	KM12	HT29	HCT-15
COc1ccc(C2(SCC(N)C(=O)O)c3ccccc3-c3ccccc32)cc1 (configuration not stated)	113	118	82	94	x	107	101	104	101
COc1ccc2c(c1)NC1=C(C(=O)OC1)C2c1cc(OC)c2c(c1)OCO2 (configuration not stated)	11	-57*	54	6.7*	52	21	2.3*	x	17
COc1ccc(C2=Nn3c(nn4c(SCC(=O)c5ccccc5)nnc34)SC2)cc1	115	117	91	103	105	108	104	104	106
CCCCCOC(=O)c1ccc(NC(=O)CN2CCOCC2)cc1	105	109	106	106	103	103	98	100	104
O=C(NCc1ccc(Cl)cc1Cl)C1CCC(=O)N1c1ccsc1 (configuration not stated)	96	108	84	93	95	101	106	97	101
Nc1nc2c([nH]c(=S)n2[C@@H]2O[C@H](CO)[C@@H](O)[C@H]2O)c(=O)[nH]1	100	105	85	107	104	103	104	101	101
C/C(=N\NC(=O)c1ccncc1)c1ccc(O)cc1O	35	31	85	15	x	48	55	42	33
O=C(c1ccccc1)c1cccs1	113	109	91	100	104	107	110	106	108
FC(F)(F)c1ccc(-c2ncc(-c3ccc(C(F)(F)F)cc3)c(NCc3cc(C(F)(F)F)cc(C(F)(F)F)c3)n2)cc1	77	75	72	24	91	60	45	76	45
O=C1c2cccc(NCCN=Cc3cc(O)ccc3O)c2C(=O)c2c(NCCN=Cc3cc(O)ccc3O)cccc21	x	-41*	-22*	-17*	-11*	-69*	-71*	-22*	23
CCOC(=O)[C@H](CCc1ccccc1)N[C@@H](C)C(=O)N1[C@H](C(=O)O)C[C@@H]2CCC[C@@H]21	102	100	105	102	95	100	97	103	106
COc1ccc(-c2nnc(Nc3ccc(Cl)cc3)o2)cc1	118	103	104	97	102	105	101	104	104

# (list continues)
compound	HCC-2998	COLO 205	SNB-75	HCT-116	NCI-H322M	SW-620	KM12	HT29	HCT-15
O=C1CC2c3cc(-c4cc5ccccc5o4)ccc3CCN2C(=O)N1c1ccccc1 (configuration not stated)	110	96	74	75	x	111	101	86	55
OCCCNCc1ccccc1	102&119	117&100	103&76	107&118	101&95	105&104	98&111	98&106	108&104
CCCCC(CC)COC(=O)c1cc([N+](=O)[O-])c(C(C)(C)C)c([N+](=O)[O-])c1 (configuration not stated)	110	116	123	94	130	96	93	96	98
COc1cc2c3c(cccc3c1)C(=O)N(CCN1CCCC1)C2=O	44	4.9*	23	6.7*	14	9.8*	21	0.6*	20
CCCCn1sc(=O)n(Cc2ccc(CNC(=O)OCc3ccc4c(Br)cc(Br)c(O)c4n3)cc2)c1=O	25	114	14	7.9*	46	24	2.4*	96	9.1*
N#CC(Nc1ccccc1)c1ccccc1 (configuration not stated)	111&107	110&116	106&98	100&99	99&106	124&98	115&102	103&93	91&91
Cc1ccc(NC2=C3CCCCC3OC2=O)cc1 (configuration not stated)	77	75	78	60	83	69	60	54	97
CC(C)(COC(=O)c1ccccc1)N1CC2CCC(C1)O2	98	105	94	97	100	103	96	99	108
O=C1CC(c2ccc(O)c(O)c2)Oc2cc(O)c([C@@H]3O[C@H](CO)[C@@H](O)[C@H](O)[C@H]3O)c(O)c21 (some centres not stated)	108	108	102	94	113	98	109	103	102
Cc1ccc(-c2nc(SCC(=O)c3ccccc3)[nH]c(=O)c2C#N)cc1	103	101	88	99	93	95	95	105	97
O=C(Cc1ccccc1Cl)c1ccccc1	100	120	92	109	127	96	102	113	99

# High-throughput results: PubChem BioAssay, NCI
